Screens (PubChem BioAssay)
Hsp70 inhibitors – Hsp70 inhibitors, probe displacement, primary screen, biochemical, fluorescence polarization (AID 583) | Hsp70 fluorescence polarization probe displacement, mP; higher % means a stronger effect | displacement, % at 20 µM; hits with a dose series show IC50 in µM | actives 0.06% (n = 140,000); in the data active means displacement above about 50%;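 further: plate controls were vehicle for no effect and reference ligand for full effect; a part of the inactive calls stands beside numbers as strong as those of hits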
Rat MKP-3 inhibitors – MKP-3 phosphatase inhibitors, primary screen, biochemical, rat enzyme, in vitro (AID 425); Dual specificity protein phosphatase 6 (Rattus norvegicus); recombinant MKP-3 phosphatase activity, fluorescence; higher % means a stronger effect; inhibition, % at 20 µM; hits with a dose series show IC50 in µM; actives 0.17% (n = 110,000); in the data active means inhibition above about 50%;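 further: plate controls were vehicle for no effect and reference inhibitor for full effect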
An asterisk follows results filed as active; / = not tested or not shown; & = joins results of further samples. An excerpt; rates above refer to the full screens.

structure	Hsp70 inhibitors	Rat MKP-3 inhibitors
CC(NC(=O)c1ccco1)c1cccc2ccccc12 (configuration not stated)	-2.8%	/
CC(C)Cc1nc(N2CCCCC2)c(C#N)c2c1CCC2	-2.0%	-5%
CC(=O)Nc1ccc(C(=O)OCCC(C)C)cc1	-3.8%	-1%
Cc1ccc(NC(=O)c2ccc(Cl)cc2)cc1Cl	3.3%	3%
CN1CN=C2SC3(COC(c4cccc(Br)c4)OC3)C(=O)N2C1 (configuration not stated)	-0.8%	0%
COc1ccc(C2=CC(=O)OC3(CCCCC3)O2)cc1	-0.1%	-8%
C=CCN1C2CCCC1CC(NC(=O)Nc1cccc(C(C)=O)c1)C2 (configuration not stated)	-1.7%	-10%
CCCCNC(=O)c1ccc(C(=O)NCCCC)cc1	-3.5%	0%
Nc1c(Cl)cc2c(c1Oc1ccccc1)C(=O)c1ccccc1C2=O	1.4%&-2.5%	-1%
O=C1C2C3CCCC3=C3CCCC3C2C(=O)N1c1ccc(F)cc1 (configuration not stated)	-2.8%	4%
O=C(Nc1nnc(-c2ccccc2)o1)c1nc2ccccc2s1	-3.5%	3%
COc1c(Cl)cc(/C=C2/SC(=S)N(Cc3ccccc3)C2=O)cc1Cl	2.9%	4%
Cc1cc(C)c(C(=O)/C(=C/c2ccc(Cl)cc2)c2ccccc2)c(=O)[nH]1	4.1%	2%
Cc1c(CCC#N)c(N2CCCCC2)n2c(nc3ccccc32)c1C#N	-25%	1%
CCCCc1sc(-c2c(C#N)c(N)nc3c2CCCCC3)cc1[N+](=O)[O-]	0.4%	0%
CCCc1c(O)nc(SCC(=O)NCCc2ccc(OC)c(OC)c2)[nH]c1=O	2.8%	0%
COc1ccc(NC(=O)C2CCCCN2N)cc1OCC(C)C (configuration not stated)	3.1%	/
CC(C)CC(=O)N1CCN(Cc2ccco2)CC1	-0.9%	1%
COc1cc(C(=O)Nc2c(C)cccc2C(=O)O)cc(OC)c1OC	-2.0%	2%
O=C(N/N=C/c1ccc(Cl)c([N+](=O)[O-])c1)/C(=C\c1ccc2c(c1)OCO2)NC(=O)c1ccccc1	0.9%	1%

Complete entries from above. Order of screens: Hsp70 inhibitors, Rat MKP-3 inhibitors
`O=C1C2C3CCCC3=C3CCCC3C2C(=O)N1c1ccc(F)cc1` (configuration not stated) is entered as -2.8%, 4%
`CCCc1c(O)nc(SCC(=O)NCCc2ccc(OC)c(OC)c2)[nH]c1=O` is entered as 2.8%, 0%
`C=CCN1C2CCCC1CC(NC(=O)Nc1cccc(C(C)=O)c1)C2` (configuration not stated) is entered as -1.7%, -10%
`COc1c(Cl)cc(/C=C2/SC(=S)N(Cc3ccccc3)C2=O)cc1Cl` is entered as 2.9%, 4%

(further entries)
structure	Hsp70 inhibitors	Rat MKP-3 inhibitors
CCC1=NN2C(=N)/C(=C/c3ccc(Br)cc3)C(=O)N=C2S1	2.0%	0%
CC(C)(C)NC(=O)CN(C(=O)c1ccc(CN2CCOCC2)o1)c1ccc2c(c1)OCCO2	-4.1%	-3%
COc1ccc(-n2nnnc2SCc2nc3ccccc3s2)cc1	-3.9%	/
Oc1c(Cl)cc(Cl)cc1/C=N/Nc1ncc(Br)cn1	3.3%	0%
C=C(C)CSc1nc(N)c(C#N)c(-c2ccc(C)cc2)c1C#N	-1.1%	-4%
Cc1ccc(NC(=S)NC(=O)c2cccnc2)cc1Br	4.4%	-1%
C=CCOc1c(CNc2ncn[nH]2)cccc1OC	-1.9%	/
Cc1[nH]nc(-c2ccccc2)c1Sc1ccc(Cl)cc1	0.8%	6%
COc1ccc(-c2nc3ccccc3o2)cc1NC(=O)c1ccc(Br)o1	-0.3%&2.3%	-12%&5%
CCN=C1SC(CC(=O)Nc2ccc(N3CCOCC3)cc2)C(=O)N1CC (configuration not stated)	4.3%&-2.2%	0%&6%
OCCNCCCOc1ccc(F)cc1	-3.7%	-1%
Cc1ccc(CN2CCN(/N=C/c3ccc(Br)s3)CC2)cc1	1.0%	-4%
O=C(NCCSc1ccccc1)c1ccccc1	-1.1%	-10%
NC(=O)C1CCN(C(=O)CCSc2ccccc2)CC1	-5.2%	/
CCCc1cc(=O)[nH]c(SCC(=O)Nc2ccc(OC(F)F)cc2)n1	1.4%	-6%
O=C(CSc1nnc2c(n1)[nH]c1ccccc12)NCCO	1.9%	1%
COC(=O)c1ccc(/C=C2\SC(=Nc3ccc(Br)cc3)NC2=O)cc1	-0.7%	2%
CCOc1ccc(N2C(=O)NC(=O)/C(=C/c3ccc(-c4cccc(C(=O)O)c4)o3)C2=O)cc1	1.2%	2%
CCCC(=O)Nc1sc2c(c1C#N)CCCC2	-0.3%	7%
O=c1c2cc(-c3ccccc3)sc2ncn1-n1cccc1	4.4%	/

Later entries:
structure	Hsp70 inhibitors	Rat MKP-3 inhibitors
CC(OC(=O)CCc1nc2ccccc2[nH]c1=O)C(=O)c1ccccc1 (configuration not stated)	3.2%	4%
O=C(Cn1c(=O)sc2ccccc21)N1CCOCC1	-0.1%	5%
COc1ccc(OC)c(NC(=O)CCN2CCN(c3ccccc3)CC2)c1	2.9%	-4%
CCOc1ccc(S(=O)(=O)n2cc(-c3ccccc3)c(N)n2)cc1	-2.9%	/
COc1ccc(Cn2c(CCC(=O)Nc3ccc(C)c(C)c3)nc3cccnc32)cc1	-0.2%	/
CCCCCOC(=O)CSc1nnc(-c2ccc(Cl)cc2Cl)o1	2.1%	2%
CC(C)n1c(CNC(=O)c2ccccc2)nc2ccccc21	-0.2%	1%
CCOC(=O)C1=C(c2ccccc2)N=c2s/c(=C\c3cccc(O)c3)c(=O)n2C1c1cccc(OC)c1OC (configuration not stated)	5.4%	-3%
O=C(O)CCCN1C(=O)/C(=C/c2ccc3c(c2)OCO3)SC1=S	4.8%	0%
CCCc1nnc(NC(=O)CN2C(=O)c3ccccc3S2(=O)=O)s1	1.4%	/
Cc1nnc(SCC(=O)NCc2ccccc2)s1	2.6%	3%
CC(O)CNC(=O)C1CC(=O)N(c2ccc(Br)cc2)C1 (configuration not stated)	/	5%
Cc1cc(/C=N/n2cnnc2)c(C)n1-c1ccc(C(=O)O)cc1	5.5%	-8%
Cc1ccc(NC(=O)c2ccc3ccccc3c2)c([N+](=O)[O-])c1	0.0%	2%
CCOc1ccc(NC(=O)CCSc2nnc(C)s2)cc1	-1.7%	/
Cn1nnc2sc3c(c2c1=O)CCCC3	3.2%	/
C/C(CC(=O)Nc1ccc(Nc2ccccc2)cc1)=N\NC(=O)c1ccoc1C	-5.2%	1%
Cc1nc(NC(=O)CSc2nnnn2Cc2ccccc2)sc1C	1.7%	-10%
CCCOc1cccc(C(=O)Nc2cccc(-c3nc4ccccc4[nH]3)c2)c1	2.3%	5%
CSc1ccccc1NC(=O)CC1Nc2cc(C)c(C)cc2NC1=O (configuration not stated)	-9.8%	4%

(continued)
structure	Hsp70 inhibitors	Rat MKP-3 inhibitors
Cc1ccc2cccc(SCC(=O)NCc3ccco3)c2n1	-1.8%	-3%
Cc1cc(C)n(CCCNC(=O)c2ccc(S(=O)(=O)NCc3ccco3)cc2)n1	1.2%	0%
CCOC(=O)C1CCN(c2ncnc3c2oc2ccccc23)CC1	2.2%	-6%
CCOC(=O)c1ccc(NC(=O)CSc2nnc(COc3ccccc3OC)n2C)cc1	-1.9%	-24%
COc1ccccc1N1CC=C(c2cccc([N+](=O)[O-])c2)NC1=O	0.3%	1%
CN(C)c1nc(Oc2ccc(=O)n(C)n2)nc(N2CCOCC2)n1	-0.9%	0%
CCOC(=O)c1nnn(CC(=O)N2N=C(c3ccc(Cl)cc3)CC2c2ccccc2)c1C(=O)OCC (configuration not stated)	2.1%	/
Cc1cc2c(c(=O)o1)C(c1ccc([N+](=O)[O-])cc1)C(C#N)=C(N)O2 (configuration not stated)	-1.4%	-4%
COc1cc(NC(=O)C2CCCN2S(=O)(=O)c2ccc3c(c2)CCC(=O)N3)cc(OC)c1 (configuration not stated)	-1.7%	-4%
N#Cc1c(N)c(C(=O)c2ccccc2)n2c1CCC2	0.2%	-12%
COc1ccc(OC)c(CNc2cc([N+](=O)[O-])ccc2OC)c1	1.6%	0%
O=C(CCc1ccc(S(=O)(=O)NCCc2ccccc2)cc1)NCc1ccco1	-2.2%	/
CCOC(=O)c1c(Nc2nc(C)c(C(=O)NC)s2)sc(C)c1C	5.7%	4%
Brc1cnc(N2CCCC2)nc1N1CCCCC1	1.3%	-11%
CCOc1cc(/C=C2\SC(=S)N(C3CCCCC3)C2=O)ccc1O	1.1%	3%
COc1cc(Cl)c(C)cc1NC(=O)CSCC#N	1.7%	/
CCOC(=O)C(Oc1ccc2c(oc(=O)c3ccccc32)c1C)c1ccccc1 (configuration not stated)	0.0%	3%
CC(=O)Nc1ccc(-c2ccnc(-c3ccc(NC(C)=O)cc3)n2)cc1	1.7%	4%
COC(=O)c1cc(S(=O)(=O)N2CCCC2)c(Cl)cc1Cl	1.5%	1%
Cc1ccc(NC(=O)N2CCN(Cc3ccc4c(c3)OCO4)CC2)cc1	1.8%	/

Next part, starting with the last three of the part before.
Fields: Hsp70 inhibitors	Rat MKP-3 inhibitors
CC(=O)Nc1ccc(-c2ccnc(-c3ccc(NC(C)=O)cc3)n2)cc1
  1.7%	4%
COC(=O)c1cc(S(=O)(=O)N2CCCC2)c(Cl)cc1Cl
  1.5%	1%
Cc1ccc(NC(=O)N2CCN(Cc3ccc4c(c3)OCO4)CC2)cc1
  1.8%	/
COc1ccccc1-c1ccc(Nc2cccc(C(F)(F)F)c2)nn1
  0.1%	/
CCOC(=O)c1ccccc1NC(=O)CN(c1ccc(OC)cc1)S(=O)(=O)c1ccccc1
  -6.9%	-3%
Oc1ccc(C(=S)N2CCCCC2)cc1Cl
  3.1%	1%
COc1ccc(Nc2nc(C)cc(C)c2C(N)=O)c(OC)c1
  -1.9%	1%
CC1CCCN(C(=O)Cn2c(=O)oc3ccccc32)C1 (configuration not stated)
  -1.8%	-5%
CO/C([O-])=N/c1c[n+](-c2ccc(Cl)cc2)no1
  1.7%	/
Cc1ccc2nc(NC(=O)c3ccco3)sc2c1
  4.6%	/
COc1cccc(OC)c1C(=O)NC(C)C12CC3CC(CC(C3)C1)C2 (configuration not stated)
  5.9%	/
CCc1nnc(NC(=O)c2ccc(S(=O)(=O)N3CCCCC3C)cc2)s1 (configuration not stated)
  -3.2%	6%
CCOC(=O)c1cc(-c2ccc(Cl)cc2)nc2c1c(C)nn2CCC#N
  3.8%	/
CCN(CC)CCCOc1nc(C)nc2c1oc1ccccc12
  -0.8%	-3%
CCCCN1C(=O)NC(NC(C)=O)(C(F)(F)F)C1=O (configuration not stated)
  -0.2%	-4%
COCCNC(=O)COC(=O)CSCc1nc2ccccc2s1
  -1.1%	-10%
O=C(c1cc(-c2ccncc2)nc2ccccc12)N1CCN(c2ccccn2)CC1
  -0.4%	4%
COc1ccccc1NC(=O)c1c(NC(=O)C(C)(C)C)sc2c1CCCCC2
  -0.1%	2%
COc1ccccc1OCCCCCCc1c(C)n[nH]c1C
  5.0%	-2%
O=C1NCCCN1Cc1ccc(F)cc1Cl
  0.1%	-2%
C=CCN1C(=O)/C(=C/c2ccccc2OCc2ccc([N+](=O)[O-])cc2)SC1=S
  -0.8%	2%
O=C(NC(=S)Nc1nc(-c2ccccc2)cs1)c1ccco1
  1.1%	-2%
CC(C)(C)c1ccc(S(=O)(=O)Nc2nc3ccccc3s2)cc1
  2.1%	-2%
CCN(CC)C(=O)CN(c1ccc(OC)c(Cl)c1)S(=O)(=O)c1ccccc1
  -0.8%	3%
CCN(C(=O)COC(=O)c1cccnc1SC)C1CCS(=O)(=O)C1 (configuration not stated)
  2.0%	2%
COc1ccc(Cl)cc1NC(=O)C1=C(C)NC(=S)NC1c1ccc(F)cc1 (configuration not stated)
  -3.6%	2%
CC(=O)Nc1ccc(S(=O)(=O)CCC(=O)O)cc1
  0.8%	/
CCOc1ccc(Cl)cc1S(=O)(=O)n1cnc2ccccc21
  -2.3%	1%
COCc1cc(=O)n2c(-c3ccc(C)cc3)n[nH]c2n1
  /	-9%
COc1ccc(NC(=O)C2CCCN2C(=O)NCc2ccccc2)cc1OC (configuration not stated)
  -2.4%	/
COc1cc(/C=N/Nc2nc(N3CCCCC3)nc(N3CCCCC3)n2)cc(Br)c1O
  0.7%	0%
Nc1nonc1C(=O)NCCNc1ccc([N+](=O)[O-])cc1Cl
  0.2%	2%
O=C1C(Cc2cccc([N+](=O)[O-])c2)S/C(=N/N=C/c2ccccc2)N1c1ccccc1 (configuration not stated)
  5.9%	1%

The list goes on.
Fields: Hsp70 inhibitors	Rat MKP-3 inhibitors
COc1ccc(N(CC(=O)NN=C2CCN(C)CC2)S(=O)(=O)c2ccccc2)cc1Cl
  0.4%	0%
C=CCN=C(C)C1=C(O)CCC1=O
  4.8%	-6%
CCOC(=O)c1c(C)nc2ccc(Cl)cn12
  4.8%	0%
O=C(CN1CCN(c2ccc(Cl)cc2)CC1)Nc1cccc(F)c1
  2.8%	6%
O=C(COC(=O)c1ccc2c(c1)OCCO2)NCCC1=CCCCC1
  -1.1%	0%
COC(=O)c1c(NC(=O)C2CC2)sc2c1CCCCCC2
  -0.4%	2%
COCC(C)NCc1ccc2c(c1)OCO2 (configuration not stated)
  1.6%	0%
C=C(C)Cn1c(=O)c(NC(=O)c2ccccc2)c2n(c1=S)CCC2
  2.9%	2%

A few values from the list.
In Hsp70 inhibitors, O=C(CN1CCN(c2ccc(Cl)cc2)CC1)Nc1cccc(F)c1 reads 2.8%
In Hsp70 inhibitors, COC(=O)c1c(NC(=O)C2CC2)sc2c1CCCCCC2 reads -0.4%
In Hsp70 inhibitors, C=CCN=C(C)C1=C(O)CCC1=O reads 4.8%
In Hsp70 inhibitors, COc1ccc(N(CC(=O)NN=C2CCN(C)CC2)S(=O)(=O)c2ccccc2)cc1Cl reads 0.4%
In Rat MKP-3 inhibitors, C=C(C)Cn1c(=O)c(NC(=O)c2ccccc2)c2n(c1=S)CCC2 reads 2%
